# E-selectin induc – E-selectin induction on HUVECs. P16581. AID 686992. actives 0.37% (n = 260,000). HUVEC E-selectin immunofluorescence imaging; normalized: neutral wells 0, TNF-alpha wells 100. activation, % at 7.58 µM;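 active means mean E-selectin-positive cell signal at least 10% of the positive control, reached in at least 60% of replicates, without over 20% cell loss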;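 further: in these data hits start at about 27%; measured in HUVEC primary endothelial cells; signal is the percent of cells scored E-selectin positive by PE staining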
#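 Test system: HUVEC | Signal: Immunofluorescence imaging | Read-out: Percent E-selectin-positive cells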
# RAD54 inh – inhibitors of human RAD54 branch migration; AID 602329; actives 0.14% (n = 360,000); inhibition, % at 10.4 µM; RAD54 Holliday junction branch migration, FAM/BHQ fluorescence;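 active means mean normalized replicate activity at least 40 and at least half of replicates scoring 40 or more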;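 further: 0% = median of neutral control wells and 100% = median of positive control wells; inhibitors cause a drop in the FAM fluorescence signal; in these data hits start at about 50%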
# Target sequence (Q92698 whole entry, looked up): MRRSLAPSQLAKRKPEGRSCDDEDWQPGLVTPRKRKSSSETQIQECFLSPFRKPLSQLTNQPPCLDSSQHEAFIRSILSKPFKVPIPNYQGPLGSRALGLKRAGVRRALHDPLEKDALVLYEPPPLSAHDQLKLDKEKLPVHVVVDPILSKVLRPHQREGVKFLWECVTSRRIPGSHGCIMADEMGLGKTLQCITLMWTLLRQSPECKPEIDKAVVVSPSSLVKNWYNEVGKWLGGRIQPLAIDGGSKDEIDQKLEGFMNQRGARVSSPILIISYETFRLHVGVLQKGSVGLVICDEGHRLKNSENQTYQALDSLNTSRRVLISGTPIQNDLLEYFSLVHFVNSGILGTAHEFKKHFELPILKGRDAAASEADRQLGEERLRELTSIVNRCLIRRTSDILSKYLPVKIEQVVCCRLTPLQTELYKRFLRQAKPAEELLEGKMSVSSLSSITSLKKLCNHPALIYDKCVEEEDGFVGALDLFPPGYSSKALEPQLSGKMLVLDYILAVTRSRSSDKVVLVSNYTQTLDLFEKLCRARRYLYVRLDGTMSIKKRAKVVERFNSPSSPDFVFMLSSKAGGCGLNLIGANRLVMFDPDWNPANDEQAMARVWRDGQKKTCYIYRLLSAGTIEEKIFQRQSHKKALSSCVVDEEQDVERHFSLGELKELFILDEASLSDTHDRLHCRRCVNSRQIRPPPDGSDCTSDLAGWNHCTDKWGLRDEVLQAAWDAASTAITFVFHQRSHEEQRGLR
# ERAP1 inh – blocks human ERAP1 aminopeptidase activity; Q9NZ08; recombinant ERAP1, Leu-AMC fluorescence, 60 min; inhibition, % at 10.7 µM; actives 0.15% (n = 340,000);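 active means mean replicate inhibition of at least 30%, or all replicates individually reaching that 30% level; inactive means mean below 30% and not every replicate reaching it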;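 further: 0% = neutral control wells and 100% = L-leucinethiol positive control wells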
# S100A4 inh HTS – S100A4-myosin IIA interaction inhibition | P26447 | S100A4/TAMRA-MyoIIA peptide fluorescence polarization | inhibition, % at 10.7 µM | actives 0.14% (n = 360,000);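 active means mean inhibition of at least 70% across replicates, with every replicate also reaching that level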
# Target sequence (P26447 whole entry, looked up): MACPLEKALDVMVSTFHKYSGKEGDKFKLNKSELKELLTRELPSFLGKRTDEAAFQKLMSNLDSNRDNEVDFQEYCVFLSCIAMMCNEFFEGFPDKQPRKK
#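 Material: S100A4 monomer protein / Buffer or medium: 50 mM HEPES pH 7.2, 10 mM CaCl2, 100 mM KCl / Times: 5 min incubation before reading / Benchmarks: neutral control DMSO, positive control TFP / Reagent: labelled myosin peptide probe, 5 nM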
# RAD52 inh – RAD52 (human) annealing inhibition. recombinant RAD52 DNA annealing, FRET fluorescence. actives 0.46% (n = 360,000). inhibition, % at 18.7 µM. AID 651710;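 active means every replicate showing at least 50% inhibition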
# esBAF inh – SWI/SNF esBAF complex inhibition; reporter increase, % at 12.5 µM; mouse ES cells, Bmi1-luciferase knock-in reporter, 24 h; 100% = twice the neutral-well signal; actives 2% (n = 350,000); in the data active means activation above about 40%;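 further: 0% = median of the plate's neutral control wells and 100% = double that signal; a rise in the Bmi1 reporter signal indicates esBAF inhibition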
# Xi reactivation – X-chromosome reactivation activator | XiGFP mouse fibroblasts, % GFP-positive cells imaging, 3 d; cells co-treated with 5-aza-dC sensitizer; scaled so ellipticine positive control = 100% | activation, % at 7.58 µM | actives 0.055% (n = 360,000) | AID 743238;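 active means mean normalized replicate activation at least 10% and every replicate at or above 10%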;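 further: 0% = median of on-plate neutral control wells and 100% = ellipticine 6 µM median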
#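 material = 68-5-11 XiGFP fibroblast line | medium = DMEM plus 5-aza-dC sensitizer | schedule = 3 days compound exposure | benchmarks = positive control ellipticine, 6 µM final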
# ERp5 block – ERp5 (human) disulfide isomerase inhibition | Q15084 | ERp5 insulin aggregation, absorbance 650 nm, 90 min | inhibition, % at 9.99 µM | actives 0.05% (n = 350,000);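 active means mean replicate inhibition above about 25%, with every replicate also reaching it, limit read from the data, passing the limit was not always enough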
# Starred values were filed as active, the others as inactive; / = not tested or not shown. The order is random; 2.5% or so of the library scored in one or more.
SMILES,E-selectin induc,RAD54 inh,ERAP1 inh,S100A4 inh HTS,RAD52 inh,esBAF inh,Xi reactivation,ERp5 block
CC(C)[C@@H]1Cc2[nH]n(C)c(=O)c2[C@H](c2ccc(Cl)cc2)O1,-0.1,/,/,9.9,-5.8,/,0.0,-3.4
COc1cc2nc(CN3CCC(C(O)(c4ccccc4)c4ccccc4)CC3)[nH]c(=O)c2cc1OC,-0.2,-8.0,1.1,1.0,-22.0,-1.9,0.4,-5.2
COc1ccc(/C=C/C(=O)N(c2ccccn2)C2CCCCC2)cc1OC,8.6,/,1.6,-9.2,-9.8,/,0.0,1.2
COc1cccc(-c2nc(CS(=O)(=O)CC(=O)N3CCc4ccccc43)c(C)o2)c1,0.1,-4.1,-0.6,-0.6,-10.0,11.8,0.0,-11.3
COc1ccc(CCN(CC(=O)NCc2ccc(F)cc2)C(=O)c2snc(C(N)=O)c2N)cc1OC,0.3,10.6,9.2,1.4,-0.7,-2.5,0.0,5.0
C=CCNC(=O)Cc1ccc(S(=O)(=O)N2CCOCC2)s1,-0.5,5.7,-3.5,-1.6,-14.8,3.4,0.0,-0.2
C[C@H]1CN([C@@H](C)CO)C(=O)CCCn2cc(nn2)CO[C@H]1CN(C)Cc1cccnc1,0.0,-15.1,1.3,-8.1,7.4,-6.3,-0.4,-1.9
Cc1cc(Cl)ccc1C(=O)C1CCCN(C(=O)c2cccnc2C)C1 (configuration not stated),/,-9.0,-2.9,-4.1,-8.3,2.3,0.0,-5.2
CNC(=O)C1Cc2c(-c3ccc(Cl)cc3)ccnc2O1 (configuration not stated),-0.1,-6.2,-3.1,3.9,-7.9,-1.6,0.0,6.6
CC(=O)Nc1ccc(N2CCN(c3ccc(F)cc3)CC2)cc1,0.3,-1.2,2.3,-22.5,-10.0,5.0,0.3,3.5
CC1C(=O)N2CCCc3cc(S(=O)(=O)N4CCC(C(N)=O)CC4)cc1c32 (configuration not stated),/,-1.9,0.4,1.0,-5.5,-4.4,0.0,1.5
COC(C/C=C\[C@@H](O)[C@H](C)OCc1ccccc1)OC,-0.1,-2.4,4.2,3.9,-11.5,/,-0.3,1.0
O=S(=O)(NCCN1CCOCC1)c1ccc2c(c1)OCCO2,/,/,3.5,0.4,-14.7,/,0.0,-2.2
C[C@H](NC(=O)[C@H]1[C@H](CO)[C@H]2Cn3c(ccc(/C=C/c4ccccc4)c3=O)[C@@H]1N2)c1ccccc1,0.0,2.5,1.5,-0.5,-21.3,5.1,0.4,-0.5
C[C@@H]1CN([C@H](C)CO)C(=O)c2cc(NC(=O)C3CCCCC3)ccc2O[C@@H](C)CCCCO[C@H]1CN(C)Cc1ccc2c(c1)OCO2,0.4,8.2,-1.4,-37.4,7.8,-5.5,-0.8,5.8
COc1ccc(OC)c(C(c2nnnn2CCC(C)C)N2CCN(C(=O)c3ccco3)CC2)c1 (configuration not stated),/,-3.5,6.9,-1.7,-12.6,2.0,/,-0.9
CC(C)CC#Cc1cnc2c(c1)C(=O)N([C@@H](C)CO)C[C@@H](C)[C@H](CN(C)C(=O)CC1CC1)O2,0.0,-6.6,0.1,113.8,-5.1,3.3,-0.8,6.6
C[C@@H]1CN([C@@H](C)CO)C(=O)c2cc(-c3ccccc3F)cnc2O[C@H]1CN(C)C(=O)c1cnccn1,-0.3,6.0,0.4,24.1,-4.2,-1.8,-0.3,-5.7
O=C(NCc1cccnc1)C1Cc2c(-c3ccc(Cl)cc3)ccnc2O1 (configuration not stated),0.3,-4.1,8.2,-2.0,-6.0,-7.8,0.0,-4.2
Cc1ccc(CN2CCC(N3CC(C)OC(C)C3)CC2)cc1 (configuration not stated),-0.2,-6.2,-2.5,-2.3,-0.8,-5.2,0.0,2.4
C[C@H](CO)N1C[C@H](C)[C@@H](CN(C)C(=O)Nc2ccc(F)cc2)Oc2ccc(NC(=O)C3CC3)cc2C1=O,0.0,1.1,3.4,34.0,-5.2,6.4,0.2,-7.5
COc1ccc(NC(=O)Nc2ccc3c(c2)C(=O)N([C@@H](C)CO)C[C@@H](C)[C@H](CN(C)C(=O)Nc2ccc(F)cc2)O3)cc1,-0.2,2.4,-3.4,39.9,-6.3,-3.9,0.3,1.3
O=C(C[C@H]1CC[C@H](NC(=O)c2ccc3c(c2)OCO3)[C@@H](CO)O1)NC1Cc2ccccc2C1,0.4,-1.4,0.5,9.4,-10.1,1.5,0.5,-1.3
COc1ccc(C(C(=O)NC2CCCCC2)N(C(=O)c2sc(C)nc2C)c2ccc(OC)cc2)cc1 (configuration not stated),/,-4.5,2.3,-3.7,2.3,-4.2,/,-2.6
COc1ccc(NC(=O)Nc2cccc3c2O[C@@H](CN(C)Cc2ccc(C(=O)O)cc2)[C@H](C)CN([C@@H](C)CO)C3=O)cc1,-0.2,-1.1,1.1,22.6,0.4,1.6,0.3,9.4
N#C/C(=C\c1ccccc1OCc1ccc(C(=O)O)cc1)c1ccccc1,/,-5.2,-0.1,-1.2,-9.5,3.3,0.1,1.4
Cc1cc(C)n(CCNC(=O)C2CCC(=O)N(CCc3cccc(F)c3)C2)n1 (configuration not stated),-1.7,6.9,-1.6,-3.8,-14.5,-6.7,0.2,-3.4
NCC[C@H]1CC[C@H](NS(=O)(=O)Cc2ccccc2)[C@@H](CO)O1,0.3,1.8,-2.3,7.1,1.8,0.3,0.0,0.6
Cc1ccc(C(CNS(=O)(=O)c2cc(F)ccc2F)N2CCN(C)CC2)cc1 (configuration not stated),0.3,6.4,-1.5,-1.2,-6.8,/,1.6,-1.2
Cc1ccc(S(=O)(=O)N(C)C[C@H]2Oc3ccc(NC(=O)CCN4CCOCC4)cc3CC(=O)N([C@@H](C)CO)C[C@H]2C)cc1,-0.2,0.8,-0.9,-5.0,13.3,-2.1,-0.4,1.3
Cc1cc(C)cc(Oc2nc3ccccn3c(=O)c2/C=C(\C#N)C(=O)NC2CCS(=O)(=O)C2)c1 (configuration not stated),0.3,3.1,-0.5,-3.9,-38.9,/,-0.2,-2.8
COc1cc(OC)cc(-c2c(-c3cccs3)c3cc(Br)ccc3n2C)c1,1.7,-4.8,-1.9,-0.9,-4.7,-4.6,-0.1,1.4
O=C(NC(=S)Nc1ccc(Cl)c(C(=O)O)c1)c1ccco1,-0.6,-13.5,-3.5,-2.4,-10.5,-2.0,0.1,-2.3
Cc1c(OCC(=O)N2CCC(C(N)=O)CC2)ccc2c3c(c(=O)oc12)CCC3,/,5.6,-1.7,1.1,-4.1,-2.7,/,2.1
Cn1c(CNC(=O)CCNC(=O)c2ccc(Br)cc2)cc(=O)n(C)c1=O,-1.0,-5.8,0.4,-2.0,-9.7,-1.3,0.0,3.0
CC12CCC(C(=O)N(CCCCN3CCN(Cc4ccccc4)CC3)C1=O)C2(C)C (configuration not stated),/,4.4,/,-54.6,-26.7,/,0.1,2.5
CCC(=O)Nc1ccc2c(c1)C(=O)N(C)C[C@H](OC)[C@H](C)CN(Cc1ccccc1OC)[C@@H](C)CO2,0.3,-2.7,1.2,-0.2,11.0,-7.8,1.8,3.1
COc1ccc(Cl)cc1NC(=O)CN(C)C1CCS(=O)(=O)C1 (configuration not stated),/,2.0,2.2,-10.8,-13.0,-4.1,-0.1,0.0
CS(=O)(=O)N1[C@@H](C#N)[C@@H](c2ccc(C#CC3CCCCC3)cc2)[C@@H]1CO,-0.6,1.5,1.8,-6.7,-30.8,0.0,0.1,3.6
COc1ccc(Cc2nc3ccccc3[nH]2)cc1OC,/,/,-0.4,-2.9,-12.6,/,0.0,-2.2

# An excerpt from above in order of length of the SMILES, high to low.
SMILES,E-selectin induc,RAD54 inh,ERAP1 inh,S100A4 inh HTS,RAD52 inh,esBAF inh,Xi reactivation,ERp5 block
COc1ccc(NC(=O)Nc2cccc3c2O[C@@H](CN(C)Cc2ccc(C(=O)O)cc2)[C@H](C)CN([C@@H](C)CO)C3=O)cc1,-0.2,-1.1,1.1,22.6,0.4,1.6,0.3,9.4
C[C@H](CO)N1C[C@H](C)[C@@H](CN(C)C(=O)Nc2ccc(F)cc2)Oc2ccc(NC(=O)C3CC3)cc2C1=O,0.0,1.1,3.4,34.0,-5.2,6.4,0.2,-7.5
CCC(=O)Nc1ccc2c(c1)C(=O)N(C)C[C@H](OC)[C@H](C)CN(Cc1ccccc1OC)[C@@H](C)CO2,0.3,-2.7,1.2,-0.2,11.0,-7.8,1.8,3.1
O=C(C[C@H]1CC[C@H](NC(=O)c2ccc3c(c2)OCO3)[C@@H](CO)O1)NC1Cc2ccccc2C1,0.4,-1.4,0.5,9.4,-10.1,1.5,0.5,-1.3
Cc1cc(C)cc(Oc2nc3ccccn3c(=O)c2/C=C(\C#N)C(=O)NC2CCS(=O)(=O)C2)c1 (configuration not stated),0.3,3.1,-0.5,-3.9,-38.9,/,-0.2,-2.8
CS(=O)(=O)N1[C@@H](C#N)[C@@H](c2ccc(C#CC3CCCCC3)cc2)[C@@H]1CO,-0.6,1.5,1.8,-6.7,-30.8,0.0,0.1,3.6
COc1ccc(C(C(=O)NC2CCCCC2)N(C(=O)c2sc(C)nc2C)c2ccc(OC)cc2)cc1 (configuration not stated),/,-4.5,2.3,-3.7,2.3,-4.2,/,-2.6
Cc1cc(C)n(CCNC(=O)C2CCC(=O)N(CCc3cccc(F)c3)C2)n1 (configuration not stated),-1.7,6.9,-1.6,-3.8,-14.5,-6.7,0.2,-3.4
COc1cc(OC)cc(-c2c(-c3cccs3)c3cc(Br)ccc3n2C)c1,1.7,-4.8,-1.9,-0.9,-4.7,-4.6,-0.1,1.4
O=C(NC(=S)Nc1ccc(Cl)c(C(=O)O)c1)c1ccco1,-0.6,-13.5,-3.5,-2.4,-10.5,-2.0,0.1,-2.3
COc1ccc(Cc2nc3ccccc3[nH]2)cc1OC,/,/,-0.4,-2.9,-12.6,/,0.0,-2.2

# Going on with the list.
SMILES,E-selectin induc,RAD54 inh,ERAP1 inh,S100A4 inh HTS,RAD52 inh,esBAF inh,Xi reactivation,ERp5 block
COc1ccc(NC(=O)Nc2ccc3c(c2)[C@@H]2C[C@@H](CC(=O)N4CCCCC4)O[C@H](CO)[C@@H]2O3)cc1,0.0,3.8,-3.6,4.7,-3.3,-6.2,0.0,0.2
Cc1ccc(C(=O)OCC(=O)NCc2ccc(Cl)cc2)s1,-1.7,-1.9,-1.1,-0.7,-27.6,4.3,0.3,3.2
C[C@H]1CN([C@@H](C)CO)C(=O)c2ccccc2-c2ccccc2CO[C@@H]1CN(C)C(=O)Nc1cccc(C(F)(F)F)c1,-0.1,-17.9,-3.7,17.3,-4.5,0.7,0.4,-6.6
O=C(O)CC(c1cccc2ccccc12)N1Cc2ccccc2C1=O (configuration not stated),0.3,4.7,-3.3,13.5,-6.6,-8.0,0.0,1.1
CC(=O)Nc1cccc(NC(=O)c2c(-c3c(Cl)cccc3Cl)noc2C)c1,/,3.0,1.3,-3.1,-4.8,8.9,/,-2.2
COc1ccc(C(C)(O)c2nc(-c3cccc(NC(C)=O)c3)cs2)cc1 (configuration not stated),0.2,-2.9,7.9,4.9,-9.9,-6.6,-0.1,0.9
CO[C@H]1CN(C)C(=O)c2ccc(NC(C)=O)cc2OC[C@H](C)N(C(=O)Cc2ccccn2)C[C@@H]1C,-0.4,/,-12.8,-2.5,-4.4,/,0.2,/
O=C(CSc1nc2ccccc2s1)N/N=C/c1ccccc1C(=O)O,/,-16.4,-3.7,3.0,-13.7,-2.2,-0.1,-1.9
O=C1C2C3c4ccccc4C(c4ccccc43)C2C(=O)N1c1ccncc1 (configuration not stated),4.4,-0.5,/,-10.9,-8.2,-4.4,0.0,0.8
Cc1ccc(C)c(OCC(=O)Nc2cc(NC(=O)COc3cc(C)ccc3C)cc(C(=O)O)c2)c1,/,-12.5,-1.7,0.6,-20.1,2.5,0.0,-2.8

# Source: PubChem BioAssay
